High-throughput results (PubChem BioAssay)
NPR2 activator: GC-B (human) receptor activation; HEK293-GC-B cells, CNP EC30, cGMP TR-FRET; 0% at EC30 CNP, 100% saturating CNP; activation, % at 10 µM; 370,000 compounds, 0.11% hits;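 active = activation at 10 µM reaching about 35% in either raw or pattern-adjusted values, limit read from the data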
Target sequence (P20594 whole entry, looked up): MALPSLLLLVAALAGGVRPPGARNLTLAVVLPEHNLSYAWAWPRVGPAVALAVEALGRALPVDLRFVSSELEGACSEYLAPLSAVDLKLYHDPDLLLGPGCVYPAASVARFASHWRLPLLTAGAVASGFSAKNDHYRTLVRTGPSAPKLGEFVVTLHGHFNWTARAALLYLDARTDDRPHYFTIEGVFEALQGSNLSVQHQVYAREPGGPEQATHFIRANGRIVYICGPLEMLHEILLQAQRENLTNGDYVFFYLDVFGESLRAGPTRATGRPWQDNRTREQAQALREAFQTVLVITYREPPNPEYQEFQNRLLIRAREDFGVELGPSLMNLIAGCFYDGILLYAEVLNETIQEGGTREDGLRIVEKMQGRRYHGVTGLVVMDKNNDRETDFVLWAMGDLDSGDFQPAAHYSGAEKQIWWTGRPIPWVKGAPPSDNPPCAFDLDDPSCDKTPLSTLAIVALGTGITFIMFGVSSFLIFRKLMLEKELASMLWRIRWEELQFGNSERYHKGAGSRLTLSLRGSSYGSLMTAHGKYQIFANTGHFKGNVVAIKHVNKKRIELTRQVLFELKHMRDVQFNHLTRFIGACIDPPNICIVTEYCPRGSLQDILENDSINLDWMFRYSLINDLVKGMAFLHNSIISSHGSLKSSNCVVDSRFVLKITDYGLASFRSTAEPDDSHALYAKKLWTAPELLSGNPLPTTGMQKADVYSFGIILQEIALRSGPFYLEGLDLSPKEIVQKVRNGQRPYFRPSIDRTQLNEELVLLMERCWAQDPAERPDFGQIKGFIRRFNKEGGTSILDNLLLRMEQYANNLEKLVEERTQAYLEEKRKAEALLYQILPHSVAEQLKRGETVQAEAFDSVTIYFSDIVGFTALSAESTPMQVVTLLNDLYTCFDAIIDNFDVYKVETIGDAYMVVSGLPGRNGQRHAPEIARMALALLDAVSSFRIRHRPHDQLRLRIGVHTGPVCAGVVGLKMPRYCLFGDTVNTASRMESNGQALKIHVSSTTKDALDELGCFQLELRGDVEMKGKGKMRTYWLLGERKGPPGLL
ARFGAP1 inhibitor: inhibits rat ARF GTPase activating protein 1; Arfgap1-stimulated ARF1 GTP hydrolysis, GDP FP detection; inhibition, % at 16.5 µM; 360,000 compounds, 0.26% hits; AID 651572;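 active = inhibition above a per-plate limit, mean inhibition of low control wells plus 3 SD, cut at about 25% in these data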;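 also: 0% = DMSO wells with enzyme and 100% = wells lacking Arfgap1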
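system = rat Arfgap1 catalytic domain, aa 1-136 | technique = FP, GDP Alexa 633 tracer displaced from anti-GDP antibody, 620/688 nm | compound = one concentration, 16.5 µM, DMSO 1.26% | medium = HEPES-based buffer, pH 7.5 | timing = compound-enzyme preincubation 20 min, reaction 120 min, detection 60 min, 25 °C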
HGIII-sPLA2 inh: Blocks human group III sPLA2 activity. Q9NZ20. QFRET BODIPY PC-A2 liposome hydrolysis, fluorescence. inhibition, % at 12.2 µM. 370,000 compounds, 0.56% hits. AID 743126;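 active = inhibition above mean plus 3 SD of compounds lying within the high and low control bounds, cut at about 19% in these data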;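 also: 0% = median of test compound wells and 100% = no enzyme DMSO wells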
DDE Tn6 FP inh: inhibitors of Tn6 peptide binding to human fibrin DD(E); P02675; Fibrin DD(E) TRITC-Tn6 fluorescence polarization displacement; inhibition, % at 8.3 µM; 370,000 compounds, 0.21% hits; AID 720509;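 active = inhibition above a per-campaign cutoff: mean of compounds within control limits plus 3 SD, cut at about 15% in these data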;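 also: 0% = median of all compound wells on the plate and 100% = blocking peptide control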
ADAM10 inh: ADAM10 inhibition, QFRET primary screen. recombinant ADAM10, EDANS/DABCYL FRET peptide cleavage, 3 h. AID 720582. inhibition, % at 7 µM. 370,000 compounds, 0.62% hits;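 active = inhibition above a per-campaign cutoff equal to the mean of compounds falling between control-based bounds plus 3 SD, cut at about 20% in these data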;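 also: 0% = DMSO wells while the 100% control is not disclosed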
FXN GAA850 act: increases GAA850 frataxin promoter reporter activity. HEK293 lucGAA850 FXN promoter luciferase reporter, 24 h; percent of 10 µM SAHA response. activation, % at 6 µM. 360,000 compounds, 0.56% hits. AID 540364;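 active = activation above the average of all compounds screened plus 3 SD, cutoff fixed separately per campaign, cut at about 7.5% in these data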;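 also: 0% = DMSO wells and 100% = 10 µM SAHA wells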
NPR1 activator: GC-A (human) enzyme activation; P16066; HEK293 GC-A cells, cGMP TR-FRET, EC30 ANP; 0% at EC30 ANP, 100% saturating ANP; activation, % at 10 µM; 370,000 compounds, 0.14% hits; AID 1671463; in the data active = activation above about 40%
rCAG RNA binder: r(CAG) repeat RNA binding; TO-PRO-1 dye displacement fluorescence; inhibition, % at 3 µM; 370,000 compounds, 1.3% hits;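 active = inhibition above the plate cutoff, the mean of all test compounds on that plate plus 3 SD, cut at about 35% in these data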;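 also: 0% = DMSO alone and 100% = 100 µM mitoxantrone as full dye displacement; higher means more dye released from RNA so lower well fluorescence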
KLK7 zymogen act: activates the human kallikrein-7 zymogen | P49862 | purified proKLK7, EDANS-DABCYL substrate fluorescence; 100% is mature enzyme control, 0% vehicle | activation, % at 7 µM | 370,000 compounds, 0.9% hits | AID 652039;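 active = activation above the mean of all tested compounds plus 3 SD, computed per campaign excluding outliers beyond control limits, cut at about 13% in these data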
ASAP1 GAP inh: inhibitors of human ASAP1 ArfGAP activity. ASAP1-stimulated ARF1 GTP hydrolysis, GDP FP detection. AID 624377. 360,000 compounds, 0.19% hits. inhibition, % at 16.5 µM. Q9ULH1; in the data active = inhibition above about 25%;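 also: 0% = vehicle with enzyme and substrate and 100% = no enzyme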
Numbers without * were called inactive; i = inactive; . = no result given.

SMILES	NPR2 activator	ARFGAP1 inhibitor	HGIII-sPLA2 inh	DDE Tn6 FP inh	ADAM10 inh	FXN GAA850 act	NPR1 activator	rCAG RNA binder	KLK7 zymogen act	ASAP1 GAP inh
N#CC1(C#N)C(c2ccccc2)OC23CCCCC2C1(C#N)C(=N)O3 (stereo not given)	1	16	-10	-2	i	1.2	2	-8	7.4	-14
O=C(O)c1ccc(NS(=O)(=O)c2ccc3c(c2)C(=O)c2ccccc2C3=O)cc1	1	4	2	2	-7	2.1	-6	10	-0.5	0
CCN(CC(=O)Nc1ccc2c(c1)OCCO2)C(=O)CCc1ccccc1Cl	3	5	-7	-5	2	-0.2	0	0	0.2	-6
CN(C)CCNC(=O)c1cccc(-c2cnc3c(NC=O)cc(-c4ccccc4F)cn23)c1	-10	18	-25	4	-56	3.2	-16	9	2.9	0
COC(=O)c1cc(=O)n(CCc2ccc(OC)cc2)c(=Nc2ccc(F)c(Cl)c2)s1	-1	-12	6	5	-5	2.2	-6	3	-0.1	4
Cn1nnnc1SCC(=O)Nc1nc(-c2ccccc2)c(-c2ccccc2)o1	-3	7	-17	-2	-22	0.5	-4	6	0.5	7
Cc1cc2cc(CN(Cc3nnnn3C3CCCCC3)CC3CCCO3)c(=O)[nH]c2cc1C (stereo not given)	-2	4	-3	2	-42	2.5	0	-3	3.5	-13
C[N+](C)(C)CCN1CCc2ccccc21	4	5	3	8	7	.	4	1	0.1	6
COc1ccc(S(=O)(=O)N2CCN(CCc3ccccc3)CC2)c(OC)c1	-2	5	-8	8	-5	0.7	3	-5	0.1	9
CCOC(=O)c1ccccc1NC(=O)COC(=O)c1cc([N+](=O)[O-])ccc1N1CCOCC1	-5	-11	11	-7	-2	3.5	8	4	0.0	-4
Cc1ccsc1/C=c1\sc2ncnn2c1=O	1	7	-3	1	5	-0.3	18	0	-0.4	1
CCn1c(C)nc2cc(C(=O)NNC(=S)NC(=O)c3ccc(OC)cc3)ccc21	0	-6	18	2	-4	-0.5	7	19	0.3	9
CC1(C)NC(=O)N(c2ccc([N+](=O)[O-])c(C(F)(F)F)c2)C1=O	4	-3	-1	6	4	0.0	2	1	0.4	6
CCOC(=O)C1(Cc2cccc(F)c2)CCN(Cc2ccc(COC)o2)CC1	1	7	-1	-1	-10	-1.2	1	-9	0.2	1
Cc1ccccc1C(=O)N[C@@H](Cc1cccnc1)C(=O)N1CCC[C@H]1C(=O)NC1CCCC1	-3	14	4	2	-9	.	4	1	-0.3	-2
O=C(O)c1ccccc1P(=O)(c1ccccc1)c1ccccc1	0	10	-1	3	3	1.5	-2	-2	0.7	6
CC(=O)c1ccc(NC(=O)COC(=O)Cn2cnc3ccccc32)cc1	-6	-6	3	8	-4	0.4	1	4	0.3	13
Cc1cc(Br)ccc1NC(=O)C1CSC2(C)CCC(=O)N12 (stereo not given)	2	2	2	5	6	-0.3	5	3	-0.3	6
CC(=O)c1ccc(NC(=O)C[n+]2ccc(N(C)C)cc2)cc1	-1	-1	4	7	-4	1.0	15	6	-0.3	-4
CCN(CC)CCNC(=O)C1(O)c2cc(Br)ccc2NC(=O)N1c1c(F)cccc1F (stereo not given)	-1	-1	6	1	1	0.1	2	-6	-0.8	-10
COC(=O)c1ccc(Oc2nc(Nc3ccc(F)cc3)nc(N3CCCC3)n2)cc1	-19	12	7	6	5	-1.5	-8	1	0.3	3
O=C(NN=C1CCC(=NNC(=O)c2ccccn2)CC1)c1ccccn1	-4	-4	-2	3	2	5.7	-5	1	-0.2	-1
Cn1c(=O)c2c(nc(OCc3ccc4c(c3)OCO4)n2Cc2ccccc2Cl)n(C)c1=O	7	-9	-3	0	10	-1.7	-3	-2	0.8	1
CCc1cc(C(=O)N(C)CC(=O)Nc2c(Cl)cccc2Cl)sc1C	-1	-15	-5	-4	-4	1.9	1	-1	-0.5	-2
COc1ccc(CNC(=O)CSCc2c(F)cccc2Cl)cc1	-2	-10	0	-4	-2	0.0	-1	-2	0.2	-2

Following part.
SMILES	NPR2 activator	ARFGAP1 inhibitor	HGIII-sPLA2 inh	DDE Tn6 FP inh	ADAM10 inh	FXN GAA850 act	NPR1 activator	rCAG RNA binder	KLK7 zymogen act	ASAP1 GAP inh
O=[N+]([O-])c1ccc(OCn2cncn2)cc1	4	3	4	11	2	1.4	6	1	-0.5	10
COCCNC(=O)c1ccc(Cl)c(Cl)c1	5	6	-3	0	-11	1.1	5	-1	0.2	21
CC(C)C(NC(=O)c1ccc2c(c1)OCO2)C(=O)N/N=C\c1ccco1 (stereo not given)	0	6	12	-5	-4	3.3	-5	-1	0.2	8
CCn1c(NCc2cccs2)nc2ccccc21	0	5	-4	-4	5	-0.6	-3	1	-0.2	14
Oc1ccc(C[C@H]2CNC(=S)N2CC2CCCN2C[C@H](Cc2ccccc2)N2C[C@H](Cc3ccc(O)cc3)N(CC3CCCCCC3)C2=S)cc1 (stereo not given in full)	-2	16	-1	3	4	0.0	4	12	-0.4	24
CCOC(=O)c1c(S(=O)(=O)NCC(=O)Nc2cccc(C)c2)c(C)n(C)c1C	1	-2	-2	-4	0	0.3	-2	0	-0.4	3
C/C(CC(=O)NC1CCCC1)=N\NC(=O)c1ccc([N+](=O)[O-])c(Cl)c1	1	-15	-3	3	1	1.1	-3	8	-0.6	-3
Cc1c(Cl)cccc1N1CC(C)(C)C1=O	3	-7	-2	1	-3	2.4	-2	-2	0.1	-9
Cc1ccc(-c2nc(N)sc2CC(=O)OCC(=O)NCC2CCCO2)cc1 (stereo not given)	2	-7	-12	3	-3	0.5	0	6	0.2	4
CCC(CC)c1nc(NCCC(=O)O)c2ccccc2n1	1	11	7	-1	-2	-0.5	-5	-3	-0.5	-5
CC1CCCCC1NC(=O)c1ccncc1 (stereo not given)	3	-10	-3	2	6	-1.7	1	2	0.2	-4
Oc1ccc(Cl)cc1C1=NNC(c2cc(Br)cc3c2OCOC3)C1 (stereo not given)	-7	9	-1	-9	-9	3.4	0	4	-0.1	-10
COc1cccc(Cn2cnc3c(NS(=O)(=O)c4cc(Cl)ccc4Cl)c(C)c(C)cc32)c1	-1	-4	-25	1	20	-7.4	-5	6	0.3	8
CCOc1ccccc1C(=O)Nc1ccc(-n2nncc2C(C)(C)C)cc1	2	-3	4	-1	11	-0.5	2	-1	-0.1	-16
O=C1Nc2cc(C(=O)NCCN3CCCCCC3)ccc2S/C1=C/c1ccccc1F	7	12	-6	-12	-8	5.4	11	13	0.2	2
COc1ccc(NC2=C(NCCO)C(=O)c3ccccc3C2=O)cc1	-2	28*	11	0	-30	-0.2	-10	3	2.8	-2
C#CCN1CCc2onc(-c3ccccc3OC)c2C1=O	0	17	7	-2	-19	.	2	0	0.8	-2
COc1ccc(-n2c(C)cc(/C=C3\C(=N)N4N=C(CC(=O)N5CCOCC5)SC4=NC3=O)c2C)cc1	-1	7	-14	1	-10	0.4	-2	32	1.3	5
Cc1cccc(NC(=O)CSCC(=O)Nc2ccc(S(=O)(=O)N3CCCCC3)cc2)c1	2	7	-29	2	1	-3.0	-4	5	0.5	5
CN(C)Cc1cc(C(C)(C)C)cc(N2CCOCC2)c1O	-2	5	-18	-1	-2	0.2	-2	0	0.7	11
CCCn1c(SCC(=O)Nc2cccc(C)n2)nnc1-c1ccco1	-1	-8	-7	7	-2	-0.7	-2	-4	0.0	12
O=C(CNC(=O)C1CCCCC1)OCC(=O)c1ccc(Cl)s1	-1	-1	7	3	1	-0.4	1	1	-0.1	0
CCOC(=O)N1CCN(C(=O)COc2ccc([N+](=O)[O-])cc2)CC1	-2	1	9	-1	-6	4.1	0	-5	0.1	-5
CCn1cc(CN2CCC(n3nccc3NC(=O)c3ccc4c(c3)OCO4)CC2)c(C)n1	0	11	4	8	-2	-0.2	2	-6	-0.1	-12
CC(=O)NCCC(=O)Nc1ccc(C)c(F)c1	2	4	0	1	-14	-0.7	-3	-6	0.3	4
COC(=O)COc1ccc(S(=O)(=O)NCc2ccccn2)cc1	1	3	6	3	-6	1.9	0	-3	0.3	-11
COc1cccc(C(c2sc3nc(C)nn3c2O)N2CCC3(CC2)OCCO3)c1 (stereo not given)	1	2	2	2	4	4.8	3	-5	0.1	-4
O=C(COC(=O)c1cc(S(=O)(=O)N2CCOCC2)ccc1O)Nc1ccc2c(c1)OCO2	1	-7	-6	6	-11	-0.8	-5	8	0.5	9
CC1=C(C)CC(C(=O)NNC(=O)c2ccccc2)C(C(=O)O)C1 (stereo not given)	4	-7	12	-1	11	1.2	6	2	-0.9	12

No enrichment for hits, and some 4.5% of all compounds hit somewhere here.
